Assay outcomes deposited in PubChem BioAssay by National Center for Advancing Translational Sciences (NCATS).
TR SRC2 fluor cs – Texas Red fluorescence interference in TRb-SRC2 counter-screen | TRb/SRC2 Texas Red total fluorescence interference | Potency, µM (doses to about 106 µM), inactives show top-dose fluorescence change, negative = quenching | 280,000 compounds, 0.29% hits; active = well fitted curve in either direction with a large enough effect; inconclusive = small, poorly fitted or top-dose-only effect
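Flags fluorescent or light-absorbing compounds by total fluorescence, S + 2P, at 555 nm excitation and 632 nm emission. Mixture: 20 nM Texas Red SRC2 peptide, 0.6 uM human TRb LBD, 1 uM T3, 5% DMSO; compound exposure 5 h at ambient temperature.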
aGal spleen mod – inhibits or activates alpha-galactosidase in human spleen homogenate; AID 2107; Potency, µM (top dose mostly 80 µM), inactives show at the top dose activity change, negative = inhibition, hits mostly inhibitors; human spleen homogenate, 4MU-alpha-Gal fluorescence, 40 min; P06280; 240,000 compounds, 0.008% hits;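 also: 0% = enzyme with vehicle and -100% = no enzyme basal signal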
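Human spleen homogenate (1 ug) as enzyme source, 4-methylumbelliferyl-alpha-D-galactopyranoside 1 mM final, citrate/phosphate pH 5.0 with 0.01% Tween-20. Compounds 40 min at 37C, NaOH/glycine stop; fluorescence Ex 365/Em 440, Hill-fit AC50.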
Tau ThT inhib – blocks human tau fibril formation measured by thioflavin T; recombinant tau K18 P301L, heparin-induced fibrillization, ThT fluorescence; Potency, µM (doses to about 57.4 µM), for inactives: top-dose activity, negative = inhibition, hits mostly inhibitors; 270,000 compounds, 2.1% hits; AID 1460; also: nearly all actives have a fitted effect of over 55% in size
Target sequence (P10636 561-689 P618L limits assumed): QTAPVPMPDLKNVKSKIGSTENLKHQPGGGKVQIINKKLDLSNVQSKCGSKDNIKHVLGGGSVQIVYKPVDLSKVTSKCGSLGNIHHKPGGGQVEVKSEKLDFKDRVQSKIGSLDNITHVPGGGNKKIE
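Aggregation was driven by heparin (20 uM final) acting on recombinant tau […] bearing P301L in 100 mM sodium acetate pH 7; fibrils were detected with Thioflavin T.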
TRb SRC2 PPI – TRbeta-SRC2 interaction inhibition. P10828. TRbeta-SRC2 peptide binding, fluorescence polarization; receptor liganded with 1 µM T3. Potency, µM (titrated, usually from 106 µM), for inactives: at the top dose activity change, negative = inhibition, hits mostly inhibitors. 280,000 compounds, 0.065% hits. AID 1469;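 also: plate controls were bound peptide for no effect and peptide without receptor for full effect; nearly all actives have a fitted effect of over 50% in size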
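Assay buffer: 20 mM Tris-HCl, 100 mM NaCl, 10% glycerol, 1 mM EDTA, 0.01% NP-40, 1 mM DTT, 1 uM T3, 5% DMSO; TRb LBD 0.6 uM, Texas Red SRC2 20 nM; FP after 5 hr.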
ALDH1A1 inh – inhibitors of human aldehyde dehydrogenase 1A1; P00352; Purified ALDH1A1, NADH fluorescence, propionaldehyde substrate; 220,000 compounds, 7.3% hits; Potency, µM (doses to about 75.3 µM), without a hit: top-dose activity, negative = inhibition, actives largely listed as inhibitors; active = well fitted inhibition curve with a large enough effect, not every such curve was filed as active; inconclusive = small, poorly fitted or top-dose-only effect, or another doubt; inactive = no such curve, though single readings can be large or run the other way;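 also: plate controls were no enzyme wells and a reference inhibitor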
Tau fibril FP – inhibitors of human tau fibril formation; 280,000 compounds, 0.39% hits; AID 1468; P10636; K18 P301L tau heparin fibrillization, Alexa594 FP, 6 h; Potency, µM (titrated, usually from 57.7 µM), without a hit: top-dose activity, negative = inhibition, most hits filed as inhibitors; also: nearly all actives have a fitted effect of over 55% in size
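FP of Alexa 594-tau after heparin (20 uM) induction. Substrate: human K18 P301L, 15 uM unlabeled, 0.24 uM labeled. Buffer 100 mM sodium acetate pH 7. 6 hr, 37 C.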
Tau fluor cs – counter-screen for tau fibril formation inhibitors. tau K18 P301L Alexa594 fluorescence, heparin fibrillization. Potency, µM (doses to about 57.7 µM), for the others: top-dose activity change, negative = decrease. 280,000 compounds, 0.93% hits; also: nearly all actives have a fitted effect of over 55% in size
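Human tau K18 P301L (15 uM unlabeled, 0.24 uM Alexa 594-labeled) in 100 mM sodium acetate pH 7 with 20 uM heparin, 6 hr at 37 C. ThT 30 uM added, 1 hr ambient; Alexa 594 FP and total fluorescence read at 555/632 nm.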
L3MBTL1 block – L3MBTL1 (human) inhibition | Q9Y468 | AlphaScreen L3MBTL1–H3K9me1 peptide binding | Potency, µM (titrated, usually from 57.1 µM), for inactives: at the top dose activity, negative = inhibition, usual class: inhibitors | 230,000 compounds, 0.66% hits | AID 485360; also: nearly all actives have a fitted effect of over 60% in size
Target sequence (Q9Y468 whole entry, looked up): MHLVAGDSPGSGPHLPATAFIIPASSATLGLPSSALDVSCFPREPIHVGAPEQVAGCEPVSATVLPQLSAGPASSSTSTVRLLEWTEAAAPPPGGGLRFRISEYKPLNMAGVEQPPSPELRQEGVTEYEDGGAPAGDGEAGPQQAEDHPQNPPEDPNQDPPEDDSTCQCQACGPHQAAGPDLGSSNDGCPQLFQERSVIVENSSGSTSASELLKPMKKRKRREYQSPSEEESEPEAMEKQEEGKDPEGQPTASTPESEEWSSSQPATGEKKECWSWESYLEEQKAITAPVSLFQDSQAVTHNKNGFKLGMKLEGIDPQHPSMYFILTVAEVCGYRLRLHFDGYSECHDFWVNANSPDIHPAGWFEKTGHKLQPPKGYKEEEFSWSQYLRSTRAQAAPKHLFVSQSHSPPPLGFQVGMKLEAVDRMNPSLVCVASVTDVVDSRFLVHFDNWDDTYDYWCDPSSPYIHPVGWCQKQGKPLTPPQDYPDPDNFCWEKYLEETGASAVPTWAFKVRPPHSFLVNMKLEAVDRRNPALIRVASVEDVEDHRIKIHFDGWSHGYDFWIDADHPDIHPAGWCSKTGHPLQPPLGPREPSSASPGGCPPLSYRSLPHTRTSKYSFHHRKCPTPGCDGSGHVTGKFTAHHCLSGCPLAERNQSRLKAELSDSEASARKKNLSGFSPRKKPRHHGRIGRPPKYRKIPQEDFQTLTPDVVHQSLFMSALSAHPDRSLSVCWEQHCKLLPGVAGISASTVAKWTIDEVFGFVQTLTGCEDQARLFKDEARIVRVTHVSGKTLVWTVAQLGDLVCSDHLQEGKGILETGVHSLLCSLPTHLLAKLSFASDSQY
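AlphaScreen proximity signal between nickel-chelate acceptor and streptavidin donor beads (final 10 ug/mL) reports binding of 50 nM L3MBTL1 to 75 nM biotin-H3 K9me1 peptide; complex incubated with compounds 30 min at room temperature; cefsulodin titration as control.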
Numbers without * were called inactive; ? = inconclusive; · = no result given; & = joins results of further samples; [ ] = remark or other dose. Unless noted, calls follow the shape of the dose curve; as a rule, active = well fitted curve in the direction sought with a large enough effect; inconclusive = small, poorly fitted or top-dose-only effect, or another doubt; inactive = no such curve, though single readings can be large; an effect the other way counts as inactive or inconclusive. Unless noted, % is scaled to controls: 0 for no effect and ±100 for the full control effect; potency is read from the fitted curve at half-maximal effect. The order is random. Share with any hit: about 8.5%.

SMILES	TR SRC2 fluor cs	aGal spleen mod	Tau ThT inhib	TRb SRC2 PPI	ALDH1A1 inh	Tau fibril FP	Tau fluor cs	L3MBTL1 block
CCN1C(=O)c2ccccc2S(=O)c2ccc(C(=O)NCc3ccccc3OC)cc21 (stereo unspecified)	1%	·	7%	0%	·	1%	-4%	·
CCOC(=O)c1[nH]c(C)c(C(=O)N2CCOCC2)c1C	0%	0%	-14%	-4%	12%	13%	-3%	·
O=C(Nc1cccnc1N1CCOCC1)c1ccco1	-2%	-7%	5%	-5%	-6%	-5%	7%	-3%[11.4 µM]
NC(=O)c1ccccc1N/C=C/C(=O)c1ccc(Cl)cc1	-2%	4%	-16%	4%	-3%	-11%	-18%	·
O=C(NCc1ccccc1)C(=O)Nc1cccc(C(=O)O)c1	-1%	1%	2%	3%	-8%	1%	7%	-9%
CC(c1ccccc1)N1CCn2c(nc3cc(NS(C)(=O)=O)ccc32)C1 (stereo unspecified)	1%	4%	2%	-7%	-8%	-2%	2%	-4%[11.4 µM]
CN1C2C=C3C(C#N)=C(N)C(C#N)(C#N)C(c4ccc(Br)cc4)C3C1CC2 (stereo unspecified)	5%	8%	?	-4%	-7%	-13%	-2%	-14%
COc1ccc(CC(=O)NNc2ncnc3c2cnn3C)cc1	3%	-9%	5%	6%	9%	-3%	5%	7%
Cc1ccc2cc(CN(CCCO)S(=O)(=O)c3cccc4nsnc34)c(=O)[nH]c2c1C	0%	-3%	-4%	4%	?	-2%	-5%	-1%
COC(=O)c1sc(=S)n(-c2cc(F)ccc2F)c1N	0%	-1%	-6%	-5%	25µM*	-3%	-5%	-2%
CCCC(C)NC(=O)C1CCN(S(=O)(=O)c2ccccc2)CC1 (stereo unspecified)	-4%	9%	-6%	2%	7%	-3%	-7%	·
COc1ccc(CCNC(=O)CN(c2ccccc2)S(C)(=O)=O)cc1OC	-2%	-4%	-3%	-3%	3%	0%	0%	·
CCCC(=O)Nc1ccc(Cl)c(NC(=O)c2ccc(Br)o2)c1	-1%	3%	-11%	5%	3%	-3%	-17%	·
COc1ccc(Cl)cc1NC(=O)CSc1nnc(Cc2cccn2C)n1-c1ccc(F)cc1	-1%	-7%	-9%	-2%	-2%	12%	-12%	-17%
Cc1cccc(N2CCN(C(=O)/C=C/c3cccs3)CC2C)c1 (stereo unspecified)	1%	-8%	-21%	0%	-3%	5%	-17%	·
CCN1CCN(C(=O)CSc2cc(=O)n(C)c3ccccc23)CC1	0%	6%	-2%	6%	11%	-3%	-2%	·
CCn1c(C)nc2cc(C(=O)NNC(=O)Nc3cccc(Cl)c3)ccc21	3%[53 µM]	1%	-2%	4%[53 µM]	19%	-1%	-1%	4%
O=C(CCc1nnc(CCCCc2ccccc2)o1)N1CCC(N2CCCC2)CC1	0%[53 µM]	9%	?	-1%[53 µM]	-1%	-1%	3%	-23%
CCOC(=O)c1cc(CC)sc1N1C(=O)CC(Sc2ccccc2C(=O)O)C1=O (stereo unspecified)	0%	3%	?	-7%	?	?	-20%	-24%
CC(=O)c1cccc(NC(=O)COC(=O)COc2ccc(Cl)cc2)c1	1%	6%	3%	-6%	9%	6%	14%	-12%
CN(C)S(=O)(=O)N1CCC(N2CCN(Cc3ccc(F)cc3)C(=O)C2=O)CC1	0%	·	3%	6%	·	1%	-1%	·
CC1(C)Cc2c(sc3nc4n(c(=N)c23)CCC4)CO1	-1%	13%	-1%	-9%	12%	4%	4%	-6%
O=C1CSC(=S)N1/N=C/c1ccc(Cl)c([N+](=O)[O-])c1	-6%	-9%	?	-8%	32µM*	-1%	?	?
COCC1=C(C(=O)OC)C(c2cccs2)n2ncnc2N1 (stereo unspecified)	-2%	-23%	-9%	-5%	·	-2%	-12%	7%
CCNC(=O)CN1C(=O)NC2(CCCCCC2)C1=O	0%	17%	-7%	-9%	-3%	-9%	-10%	·
CN(Cc1ccccc1)C(=O)c1nc2ccccn2c1CN1CCCC1c1nccs1 (stereo unspecified)	0%	4%	-18%	4%	?	5%	-12%	2%
CSc1ccccc1NC(=O)c1cc2ncc(Br)cn2n1	-6%	4%	-14%	-3%	?	-13%	-14%	-4%[11.4 µM]
Cc1ccn(C(=O)c2cc3c(C)nn(-c4ccccc4)c3s2)n1	-1%	-1%	-9%	-9%	?	-3%	-18%	11%
COc1ccc(-c2nc3c(c(SCC(=O)Nc4ccc(C(=O)O)cc4)n2)Cc2ccccc2O3)cc1	0%	·	3%	-17%	·	-5%	-13%	·
Cc1cc(C(=O)O)ccc1[C@H](N)C(=O)O	-2%&-2%	8%&-3%	5%&-3%	7%&-1%	4%&3%	0%&4%	3%&-1%	·

The list goes on; it opens with the 2 that closed the last part.
SMILES	TR SRC2 fluor cs	aGal spleen mod	Tau ThT inhib	TRb SRC2 PPI	ALDH1A1 inh	Tau fibril FP	Tau fluor cs	L3MBTL1 block
COc1ccc(-c2nc3c(c(SCC(=O)Nc4ccc(C(=O)O)cc4)n2)Cc2ccccc2O3)cc1	0%	·	3%	-17%	·	-5%	-13%	·
Cc1cc(C(=O)O)ccc1[C@H](N)C(=O)O	-2%&-2%	8%&-3%	5%&-3%	7%&-1%	4%&3%	0%&4%	3%&-1%	·
COC(=O)c1sccc1-n1cccc1C(=O)N1CCOCC1	-1%	9%	1%	-10%	-8%	-6%	2%	-4%
CCOc1cc(C2C(C(=O)N3CCOCC3)=C(C)NC3=C2C(=O)CCC3)ccc1O (stereo unspecified)	3%	4%	-13%	2%	?	-8%	-2%	·
CC(C)CN1C(=O)C(=O)N(CC(=O)NC2CCCc3ccccc32)C1=O (stereo unspecified)	-3%	-1%	-9%	0%	-7%	-8%	-10%	6%
Cc1ccccc1S(=O)(=O)Cc1ccc(C(=O)NCCN2CCN(Cc3ccccc3)CC2)o1	-2%	22%	-1%	-11%	-4%	6%	-1%	-2%
Cc1cccc(N2CCN(C(=O)C(NS(=O)(=O)c3cccs3)c3ccccc3)CC2)c1C (stereo unspecified)	5%	-22%	-4%	-17%	-7%	7%	-6%	·
Nc1cccc(C(=O)O)c1	-4%	-5%	-13%	-1%	-13%	8%	-13%	-5%
O=C(COc1cccnc1[N+](=O)[O-])Nc1ccc(N2CCOCC2)cc1	3%	-1%	4%	4%	?	2%	6%	-17%
O=C(Nc1cccc(S(=O)(=O)N2CCOCC2)c1)c1ccccn1	0%	2%	·	0%	·	2%	2%	·
NC=O	0%	7%	·	-5%	11%	·	·	·
COc1ccccc1CNC(=O)c1cc2cc(S(=O)(=O)N3CCCCC3)ccc2n1C	-1%	·	-1%	6%	·	1%	-16%	·
COc1ccc(S(=O)(=O)NCc2ccc(C(=O)O)cc2)cc1	4%	-2%	-8%	-14%	9%	4%	-5%	-6%
Cc1ccc(-n2c(=O)cc(N3CC(C)CC(C)C3)[nH]c2=O)cc1 (stereo unspecified)	0%	-6%	-4%	-11%	-9%	-3%	4%	9%
CC(C)(Cc1ccc(O)cc1)NC(=O)CC(=O)N=Nc1c(O)[nH]c2cc(Br)ccc12	-6%	-5%	?	-6%	3%	4%	?	-20%
COc1ccc(/C=C(\C#N)c2cc(OC)c(OC)cc2[N+](=O)[O-])cc1	-3%	3%	-11%	-2%	·	-9%	-18%	·
COC(=O)c1cc2c(s1)-c1ccccc1OC2	-2%	?	-16%	-2%	?	-4%	-10%	48%[activator]
CCOc1ccccc1C(=O)N1CCC(c2nc3ccccc3o2)CC1	-26%	·	-3%	2%	·	-4%	-4%	·
Cc1cc(-c2n[nH]c(=S)n2-c2ccccc2C)cs1	-4%	-4%	2%	-6%	?	4%	3%	1%
CCC(C)OC(=O)n1ccc(C(=O)Nc2nccs2)n1 (stereo unspecified)	-1%	-1%	-7%	-6%	1%	3%	2%	-1%
CCC(CC)NC(=O)COC(=O)CCC(=O)c1cccs1	0%	2%	0%	-8%	7%	2%	5%	9%
CCn1c(SCC(=O)C(C)(C)C)nnc1-c1ccccn1	0%	7%	-6%	4%	7.1µM*	2%	-3%	-8%
O=C(NC1CCCCCC1)c1cc2n(n1)C(C(F)(F)F)CC(c1ccco1)N2 (stereo unspecified)	-1%	-6%	-14%	6%	-9%	1%	-11%	-10%
CCc1ccc(NC(=O)CSc2nccn2-c2cccc(C)c2C)cc1	-3%	·	?	3%	·	-6%	-22%	·
O=c1sc(Nc2ccccc2)nc2ccsc12	-1%	12%	-12%	3%	-1%	-14%	?	·
CN=C1CC(C)(C)CC(=O)/C1=C(/O)CCC(=O)NC	1%	0%	-1%	7%	4%	-1%	4%	2%
COc1ccc(NC(=O)Cn2c(=O)n(Cc3ccccc3Cl)c(=O)c3cc(OC)c(OC)cc32)cc1	-3%	·	15%	-3%	·	?	-2%	·
Cc1cc(NC(=O)CSc2nc(C(C)(C)C)nc3ccccc23)no1	2%	-7%	-9%	2%	2%	-14%	-15%	5%
OCCSc1nc(-c2cccnc2)nc2ccccc12	0%	-1%	-5%	0%	2%	7%	3%	-3%

Reformatted with values under each structure: part of the list above
Results follow in this order: TR SRC2 fluor cs, aGal spleen mod, Tau ThT inhib, TRb SRC2 PPI, ALDH1A1 inh, Tau fibril FP, Tau fluor cs, L3MBTL1 block
> CCC(C)OC(=O)n1ccc(C(=O)Nc2nccs2)n1 (stereo unspecified)
  -1%, -1%, -7%, -6%, 1%, 3%, 2%, -1%
> CCn1c(SCC(=O)C(C)(C)C)nnc1-c1ccccn1
  0%, 7%, -6%, 4%, 7.1µM*, 2%, -3%, -8%
